Screening data from PubChem BioAssay.
PvdQ acylase – blocks Pseudomonas aeruginosa PvdQ acylase activity | purified PvdQ acylase, fluorescence plate reader | inhibition, % at 10 µM | actives 0.063% (n = 340,000); in the data active = inhibition above about 30%, passing the limit was not always enough;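 also: 0% = vehicle neutral wells and 100% = reference inhibitor wells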
SR-BI DiI-HDL act – SR-BI HDL lipid transfer activation; actives 0.096% (n = 320,000); CHO ldlA[mSR-BI] cells, DiI-HDL uptake fluorescence, 3 h; 100 = double the neutral-control signal; activation, % at 12.5 µM;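 active = mean replicate activation of at least 60% and every replicate at or above 60%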;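 also: 0% = median plate neutral-control signal and 100% = twice that signal; values of inactives mirror those of a sister screen read the other way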
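Test system: SR-BI-overexpressing, LDLR-lacking CHO cells. Measured by: DiI fluorescence, bottom read. Medium: Ham's F12 with 0.5% BSA, HEPES 25 mM, pH 7.4. Timing: 3 h uptake period with compound, 37 °C.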
SR-BI DiI inh – inhibitors of mouse SR-BI mediated HDL lipid uptake. Q61009. ldlA[mSR-BI] CHO cells, DiI-HDL uptake fluorescence, 3 h. inhibition, % at 12.5 µM. actives 0.96% (n = 320,000). AID 488896;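 active = mean replicate inhibition of at least 70% and a set share of replicates each scoring 70 or more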;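 also: 0% = median of neutral control wells and 100% = median of positive control wells; values of inactives mirror those of a sister screen read the other way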
Target sequence (Q61009 whole entry, looked up): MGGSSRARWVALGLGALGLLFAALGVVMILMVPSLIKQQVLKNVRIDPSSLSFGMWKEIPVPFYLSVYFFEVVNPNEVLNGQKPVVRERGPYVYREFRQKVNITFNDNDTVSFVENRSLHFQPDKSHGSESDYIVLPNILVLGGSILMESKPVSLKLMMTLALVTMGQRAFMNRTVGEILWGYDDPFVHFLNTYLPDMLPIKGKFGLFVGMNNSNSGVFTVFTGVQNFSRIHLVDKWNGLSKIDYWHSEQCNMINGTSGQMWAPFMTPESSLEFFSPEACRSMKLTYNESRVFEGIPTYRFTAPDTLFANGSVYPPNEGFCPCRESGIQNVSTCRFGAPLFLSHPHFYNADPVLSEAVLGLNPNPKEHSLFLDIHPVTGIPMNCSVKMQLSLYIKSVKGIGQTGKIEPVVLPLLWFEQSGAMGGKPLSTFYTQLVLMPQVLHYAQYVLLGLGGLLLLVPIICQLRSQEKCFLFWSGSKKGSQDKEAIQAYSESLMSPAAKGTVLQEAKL
Keap1 Nrf2 FP – inhibitors of human Keap1-Nrf2 protein-protein interaction | Q14145 | Keap1 Kelch-Nrf2 peptide fluorescence polarization, 1536-well | inhibition, % at 9.4 µM | actives 0.15% (n = 340,000); in the data active = inhibition above about 12%;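 also: human Keap1 Kelch domain with fluorescein labeled Nrf2 9mer peptide probe; 0% = neutral control wells and 100% = peptide positive control; higher means more block of Keap1 binding to Nrf2 peptide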
DAGLB inh – blocks human DAGLB lipase activity. HEK293T DAGLB membrane lysate, EnzChek fluorogenic substrate. inhibition, % at 5.17 µM. Q8NCG7. actives 0.059% (n = 340,000); in the data active = inhibition above about 34%;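 also: 0% = enzyme with vehicle and 100% = wells lacking enzyme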
Arr AP2 block – blocks beta-arrestin peptide binding to AP2 adaptin; FITC-arrestin peptide / GST-AP2 beads, flow cytometry; AP2 beta2 appendage carries R879A mutation; inhibition, % at 10 µM; actives 0.31% (n = 340,000); AID 504490;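 active = inhibition above a set limit, near 3 SD of compounds lacking own fluorescence, cut at about 54% in these data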;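 also: plate controls were DMSO wells for no effect and 5 µM unlabelled arrestin peptide for full effect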
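Test system: GST-tagged AP2 beta2-adaptin appendage (R879A) on 4 µm glutathione beads; also added: fluorescein-tagged arrestin peptide at 50 nM final; timing: 12 min plus 1 h, RT; signal: flow cytometry, FL1 (488/535 nm); read-out: percent drop in bead-associated FITC signal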
PKA-R2B act – activators of human PKA-R2B complex. PKA-R2B holoenzyme dissociation, Cy5-IP20 fluorescence polarization; R2B truncated from residue 108, S112A mutant; 0% DMSO only, 100% 113 µM cGMP. activation, % at 11.4 µM. actives 0.079% (n = 340,000). AID 504700;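 active = activation above a cutoff set at the mean over all compounds plus 3 SD, cut at about 18% in these data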;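 also: higher means more holoenzyme dissociation and a rise in polarization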
Target sequence (P31323 whole entry, looked up, other chains not shown, the tested form may be a part): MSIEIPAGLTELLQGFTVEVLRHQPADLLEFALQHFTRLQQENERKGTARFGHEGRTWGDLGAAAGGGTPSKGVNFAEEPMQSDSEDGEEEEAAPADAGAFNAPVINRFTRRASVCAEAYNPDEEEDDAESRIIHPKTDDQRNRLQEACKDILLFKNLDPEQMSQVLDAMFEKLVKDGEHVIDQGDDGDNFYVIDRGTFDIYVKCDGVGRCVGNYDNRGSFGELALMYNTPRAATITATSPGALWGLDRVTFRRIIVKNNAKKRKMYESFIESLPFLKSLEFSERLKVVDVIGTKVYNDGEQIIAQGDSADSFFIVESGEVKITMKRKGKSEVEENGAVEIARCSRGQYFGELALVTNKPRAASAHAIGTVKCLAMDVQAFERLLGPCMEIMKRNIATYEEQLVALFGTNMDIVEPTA
NSD2 inh – blocks human histone methyltransferase NSD2. NSD2 peptide methylation, AlphaScreen, 120 min. inhibition, % at 12.5 µM. actives 0.54% (n = 310,000). AID 743445; in the data active = inhibition above about 50%
C-LANA FP – blocks KSHV LANA C-terminal domain binding to DNA. actives 0.078% (n = 340,000). inhibition, % at 9 µM. MBP-C-LANA/FAM-LBS DNA binding, fluorescence polarization. AID 504423;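 active = highest replicate inhibition at or above 60% at 9 µM, even if other replicates fall short; inactive = all replicates below 60% inhibition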;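 also: 0% = neutral control wells and 100% = 4 µM acridine orange control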
Cardiac RTF inh – cardiac RTF calcium desensitization; P19429+P45379; IANBD-labeled cardiac RTF, Ca2+ fluorescence; inhibition, % at 7.15 µM; actives 0.12% (n = 340,000);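 active = inhibition above the mean inhibition of all tested compounds plus 3 SD, cut at about 17% in these data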;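 also: assay run at fixed EC70 calcium of 1.6 mM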
* hit, by the source's call; / = no result given.

SMILES	PvdQ acylase	SR-BI DiI-HDL act	SR-BI DiI inh	Keap1 Nrf2 FP	DAGLB inh	Arr AP2 block	PKA-R2B act	NSD2 inh	C-LANA FP	Cardiac RTF inh
CC(NC(=O)c1ccc2c(c1)C(=O)N(Cc1cccnc1)C2=O)c1ccccc1 (centres undefined)	0	15	-15	-3	2	-13	7	/	-0.7	6
Cc1ccc(NS(=O)(=O)c2cc(C(N)=O)ccc2C)cc1	-17	-1	1	-2	-2	2	-2	-3	1.0	-1
CCN(CC(=O)Nc1ccccc1C(F)(F)F)C(=O)CCc1ccccc1	0	-2	2	-1	1	20	-3	-1	-0.9	1
CC(Sc1n[nH]c(-c2ccccc2)n1)C(=O)c1c(N)n(C)c(=O)n(C)c1=O (centres undefined)	1	12	-12	-2	0	16	-8	-1	-0.9	-2
Cc1cccc(NC2=NC(=S)N(c3ccc(C(=O)O)cc3)C23CCCCC3)c1	-9	7	-7	4	-1	4	-6	-2	0.6	8
Cc1nc2ccc(NC(=O)[C@@H](NC(=O)c3c(F)cccc3F)C(C)C)cc2s1	2	-8	8	-4	-4	20	-5	/	1.4	-4
N#Cc1nc(Cc2cccc3ccccc23)oc1N1CCN(c2ccccc2)CC1	0	-5	5	-1	-4	15	-11	3	0.0	4
CC(C)c1ccc(S(=O)(=O)NCc2ccc3c(c2)OCO3)cc1	-7	9	-9	3	-1	14	-13	-2	1.0	-3
O=C(OCc1ccc(F)cc1)c1ccc2ccccc2n1	9	10	-10	0	-4	14	3	-5	0.1	1
O=C(NCCc1ccncc1)c1ccccc1F	3	-12	12	2	1	1	0	-2	0.4	-2
COc1ccc2nc(NC(=O)CCc3nc(-c4ccccc4F)no3)sc2c1	-6	-11	11	-4	-2	-3	6	0	0.5	-7
Cc1cccc(Nc2ccccc2C(=O)O)c1C	-14	12	-5	-1	7	-6	2	/	0.8	6
OC(COc1ccc(Cl)cc1)CN1CCCCC1 (centres undefined)	-5	-5	5	-6	0	27	-1	3	0.6	0
O=C(c1cnccn1)N1CCc2ccccc2C1	-11	25	-25	-4	-8	-5	-3	0	0.9	6
Cc1ccc2c(C)cc[n+](CCCS(=O)(=O)[O-])c2c1	-9	16	-16	-4	2	-1	2	-1	-0.2	3
CCc1ccc([C@@H]2CC=C(C(=O)O)[C@H](c3ccccc3)N2S(=O)(=O)c2ccc(C)cc2)cc1	-10	18	-18	1	7	8	6	/	1.8	-13
FC(F)(F)c1nc(-c2cccnc2)ncc1-c1nnnn1-c1ccccc1	10	8	-8	-3	-3	5	2	-1	1.2	-16
CC(C)[C@@H](C(=O)NC1CCCC1)N1C(=O)N2CCc3c([nH]c4ccccc34)[C@@]2(C)C1=O	-17	-23	23	1	-6	2	-1	/	-1.0	-3
Cc1ccc(NS(=O)(=O)c2cc(NC(=O)C(C)Oc3ccccc3)ccc2C)c(C)c1 (centres undefined)	-5	-59	59	-5	0	6	1	0	3.0	-1
Cc1nc([N+](=O)[O-])c(NCCO)n1Cc1ccccc1	-5	-3	3	2	2	6	-5	-3	1.7	-13
C/C(CC(=O)Nc1ccc(N(C)C)cc1)=N\NC(=O)c1ccc(Cl)cc1	-2	-5	5	-4	-2	7	-7	8	0.3	-1
CCC(C(=O)NCc1cccs1)n1nc(C)n2c(cc3occc32)c1=O (centres undefined)	7	18	-18	1	3	42	-1	-4	-0.9	-15
CCCCOc1ccc(N(CC(=O)NCC2CCCO2)C(=O)CCC(=O)Nc2cc(C)ccn2)cc1 (centres undefined)	-2	-12	12	-3	4	7	-4	2	-1.7	-6
Cc1ncc([N+](=O)[O-])n1CC(=O)Nc1ccc(Br)cc1	-15	-8	8	-7	2	-2	-11	-3	1.2	-9
COc1ccc(C(=O)N(C)Cc2ccccn2)cc1OC1CCN(C(C)C)CC1	-14	7	-7	-3	0	-13	-4	5	0.0	-9
C=CCN(c1ccccc1)S(=O)(=O)c1cccc(C(=O)Nc2ncccc2O)c1	-24	-4	4	1	-1	-1	-16	0	0.5	4
CCOC(=O)c1ccc(NC(=O)CSc2nnc(CNC(=O)c3ccccc3F)o2)cc1	-11	-36	36	-5	-2	-1	-4	-3	-0.8	-2
COC(=O)Cn1ccc(N(C)C)c(C#N)c1=O	-3	2	-2	-2	3	-5	-7	0	-0.1	-11
Cc1nc(C)c(-c2ccn(S(=O)(=O)c3ccc(Cl)cc3)n2)o1	-7	-11	11	-2	-4	-4	2	-1	-0.4	2
Cc1c(CN2CCC(C(=O)Nc3cccc(-c4cccc(Cl)c4)c3)CC2)cnn1C	-11	-6	6	-3	0	-31	-12	-4	-0.2	-6
CCn1ncc(/C=N\NC(=O)c2ccc3c(c2)c(C)c(C)n3Cc2ccccc2)c1C	6	-25	25	0	2	1	-1	1	-0.4	8
Cc1ccc(NC(=O)c2ccc(C)c(NC3=NC4CS(=O)(=O)CC4S3)c2)cc1C (centres undefined)	-3	-68	68	-4	1	-6	5	/	0.2	2
Cc1cc(Cl)c(S(=O)(=O)Nc2ccc(Cl)cn2)cc1OCC(N)=O	-8	-9	9	4	1	8	3	-3	-1.6	-5
N#Cc1cnn2c(-c3cccc(C(F)(F)F)c3)ccnc12	-22	13	-13	-4	/	10	/	-1	-2.2	/
Cc1cc(F)ccc1S(=O)(=O)N1CCC2(CC1)OCCN2S(=O)(=O)c1cccs1	-10	9	-9	-5	0	3	-7	-1	-1.4	-14
CC1(c2ccc3noc(-c4ccc(Cl)cc4)c3c2)OCCO1	4	-20	20	1	-9	18	-12	19	1.9	-5
COc1ccc(S(=O)(=O)N2CCC(C(=O)Nc3cccc(C(C)=O)c3)CC2)cc1C	-8	-21	21	-3	0	2	1	-2	-1.8	-4
CCc1cc(CNC(=O)CC2C(=O)NCCN2Cc2ccccc2C(F)(F)F)on1 (centres undefined)	-13	/	/	-2	-3	4	-4	4	1.2	-3
Cc1nnc(SCC(=O)NC2CCCCC2)[nH]c1=O	2	/	/	2	1	11	14	-3	-1.8	1
Cc1cccc(C(=O)NC2C(=O)NNC2c2ccc(Cl)cc2)c1 (centres undefined)	-7	-1	1	-13	-1	-4	3	3	-1.0	-6
CN(CCN(C)C(C)(C)C)C(=O)C(c1ccccc1)c1ccccc1	7	2	-2	1	-4	2	4	-2	0.7	-1
CCCCCn1c(N2CCN(c3cccc(Cl)c3)CC2)nc2c1c(=O)[nH]c(=O)n2C	-9	-44	44	-4	3	0	-2	-5	0.4	-5
CN(Cc1ccccc1)C(=O)c1ccc2c(c1)NC(=O)C(N1CCOCC1)S2 (centres undefined)	-13	/	/	-7	-2	2	-5	/	0.8	-5
CCN(CC)CCN(C(=O)c1ccc2ncsc2c1)c1nc2cc3c(cc2s1)OCO3	-14	-20	20	-7	2	6	-8	10	-2.1	2
Cn1c(=O)c2[nH]c(C3CC3)nc2n(C)c1=O	4	2	-2	1	-1	35	-5	-3	1.1	-5
Cc1ccccc1-c1nnc(SCC(=O)N(C)C2CCS(=O)(=O)C2)n1C (centres undefined)	5	/	-12	0	-2	17	4	3	1.0	-4
CCN(CC(O)CON=C1c2ccccc2-c2ccccc21)S(=O)(=O)c1ccc(C)cc1 (centres undefined)	-5	-18	18	0	-9	-5	2	2	-0.2	2
O=C(CCS(=O)(=O)c1ccccc1)Nc1ccc(-c2nc3ccccc3s2)c(O)c1	-5	44	-44	1	2	15	3	-2	0.8	-1
CCC(C)NC(=O)c1ccccc1NC(=O)/C(=C/c1ccc(OC)cc1)c1ccccc1 (centres undefined)	-2	2	-2	2	-2	-9	-1	-1	3.7	1
CC(C)CSc1nc2c(=O)[nH][nH]c(=O)c2n1Cc1ccccc1	7	1	-1	6	8	5	7	12	-1.1	-1
CC1CN(C(=O)c2c(Br)cnn2C)CC(C)O1 (centres undefined)	-6	22	-22	-2	2	4	2	-4	0.3	8
Cc1cc(NC(=O)CSc2nc3cc(Cl)ccc3s2)no1	7	11	-11	-4	-4	13	4	0	0.4	1
CCCCNC(=O)C1CCN(c2nc(C)cc(C)n2)CC1	-3	25	-25	-1	-2	15	6	-3	0.1	-1

Molecules above that contain fluorine, in the order listed:
SMILES	PvdQ acylase	SR-BI DiI-HDL act	SR-BI DiI inh	Keap1 Nrf2 FP	DAGLB inh	Arr AP2 block	PKA-R2B act	NSD2 inh	C-LANA FP	Cardiac RTF inh
CCN(CC(=O)Nc1ccccc1C(F)(F)F)C(=O)CCc1ccccc1	0	-2	2	-1	1	20	-3	-1	-0.9	1
Cc1nc2ccc(NC(=O)[C@@H](NC(=O)c3c(F)cccc3F)C(C)C)cc2s1	2	-8	8	-4	-4	20	-5	/	1.4	-4
O=C(OCc1ccc(F)cc1)c1ccc2ccccc2n1	9	10	-10	0	-4	14	3	-5	0.1	1
O=C(NCCc1ccncc1)c1ccccc1F	3	-12	12	2	1	1	0	-2	0.4	-2
COc1ccc2nc(NC(=O)CCc3nc(-c4ccccc4F)no3)sc2c1	-6	-11	11	-4	-2	-3	6	0	0.5	-7
FC(F)(F)c1nc(-c2cccnc2)ncc1-c1nnnn1-c1ccccc1	10	8	-8	-3	-3	5	2	-1	1.2	-16
CCOC(=O)c1ccc(NC(=O)CSc2nnc(CNC(=O)c3ccccc3F)o2)cc1	-11	-36	36	-5	-2	-1	-4	-3	-0.8	-2
N#Cc1cnn2c(-c3cccc(C(F)(F)F)c3)ccnc12	-22	13	-13	-4	/	10	/	-1	-2.2	/
Cc1cc(F)ccc1S(=O)(=O)N1CCC2(CC1)OCCN2S(=O)(=O)c1cccs1	-10	9	-9	-5	0	3	-7	-1	-1.4	-14
CCc1cc(CNC(=O)CC2C(=O)NCCN2Cc2ccccc2C(F)(F)F)on1 (centres undefined)	-13	/	/	-2	-3	4	-4	4	1.2	-3

Compounds as they come; 2.1% or so of the library scored in one or more.
